Screens from PubChem.
TTR transcr act: TTR transcription activators in neuroblastoma reporter cells, primary screen, cell-based, luminescence, SH-SY5Y, TTR promoter Gaussia luciferase; hit rate 1.3% among 92,000; 100% = recombinant luciferase protein wells; activation, % at 16.7 µM; AID 1117267, 2014;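 active = activation above the mean of all tested compounds plus 3 SD, cut at about 9.5% in these data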;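 also: cells exposed to compounds for one day before reading; 0% = median of all test compound wells on the plate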
* = called active by the depositor; & = joins results of further samples. A portion of the library; the hit share may differ from the screen's.

TTR transcr act,compound
1.5,C/C(CC(=O)NC(C)(C)C)=N\NC(=O)COc1ccc(C)cc1Br
1.4,COC(=O)N/N=C/c1c[nH]c2ccccc12
1.6,O=C(O)CCc1ccc(-c2ccccc2)n1-c1cccc(C(=O)O)c1
-2.2,O=C(NC1CCCCC1)C(c1ccccc1)N1CCOCC1 (stereo not drawn)
0.8,CCOc1c(Br)cc(C(N)=O)cc1OCc1ccccc1
7.0,O=C(Nc1ccc(OCc2ccccc2)cc1)Nc1cccnc1
-1.4,COc1ccc(NC(=O)c2cc(C(C)C)on2)c(OC)c1
0.6,CC1=C(C(=O)N(C)C)CC(CC(=O)NCCCCc2ccccc2)C(=O)N1Cc1ccccc1 (stereo not drawn)
-0.2,Cn1c(=O)[nH]c(=O)c2c1nc(N1CCCCC1)n2CC(O)COc1ccc([N+](=O)[O-])cc1 (stereo not drawn)
-1.7,c1ccc(C2=Nn3c(nnc3-c3ccco3)SC2)cc1

Continued; it opens with the two that closed the last part.
TTR transcr act,compound
-0.2,Cn1c(=O)[nH]c(=O)c2c1nc(N1CCCCC1)n2CC(O)COc1ccc([N+](=O)[O-])cc1 (stereo not drawn)
-1.7,c1ccc(C2=Nn3c(nnc3-c3ccco3)SC2)cc1
0.6,Cc1ccc(C(=O)N/C(=C\c2ccc(Cl)cc2)C(=O)NCC2CCCO2)cc1 (stereo not drawn)
-1.5,Clc1cccc(Nc2nc(-c3ccncc3)cs2)c1
1.1,COc1ccc(N2C(=O)NC3CC2(C)Oc2ccccc23)cc1 (stereo not drawn)
1.5,CC(Sc1ccccc1)C(=O)N/N=C/c1ccccc1 (stereo not drawn)
-0.5,Cc1cc(NC(=O)COc2ccc(N(C)S(=O)(=O)c3ccccc3)cc2)no1
-1.7,Cc1c(NC(=O)c2nn3c(C(F)(F)F)cc(-c4ccccc4)nc3c2Br)c(=O)n(-c2ccccc2)n1C
-3.5,OCCNc1nnc(-c2ccccc2)c(-c2ccccc2)n1
-0.1,C[C@H]1C2CC(OC(=O)Nc3ccccc3C(F)(F)F)C(C2)[C@H]2CCCCN21 (stereo partly drawn)
2.3,ON=C1CCCCCCCC1
8.8,COc1ccc(CCNC(=O)Cc2cccs2)cc1OC

7 records picked at random from the list so far, as already listed:
TTR transcr act,compound
1.5,CC(Sc1ccccc1)C(=O)N/N=C/c1ccccc1 (stereo not drawn)
1.1,COc1ccc(N2C(=O)NC3CC2(C)Oc2ccccc23)cc1 (stereo not drawn)
-1.5,Clc1cccc(Nc2nc(-c3ccncc3)cs2)c1
-1.7,Cc1c(NC(=O)c2nn3c(C(F)(F)F)cc(-c4ccccc4)nc3c2Br)c(=O)n(-c2ccccc2)n1C
-3.5,OCCNc1nnc(-c2ccccc2)c(-c2ccccc2)n1
-0.1,C[C@H]1C2CC(OC(=O)Nc3ccccc3C(F)(F)F)C(C2)[C@H]2CCCCN21 (stereo partly drawn)
0.6,Cc1ccc(C(=O)N/C(=C\c2ccc(Cl)cc2)C(=O)NCC2CCCO2)cc1 (stereo not drawn)

Additional structures
TTR transcr act,compound
8.3,O=C(NCCc1ccc(Cl)cc1Cl)C1=CC=CN2CCS(=O)(=O)N=C12
0.2,CCN(CC)Cc1c[nH]c2c(C(=O)OC)cccc12
-2.6,Cc1cccc(C)c1NC(=S)N/N=C/c1c(Cl)cccc1Cl
1.6,CC1(C)CC(=O)C(=Cc2cn(CCC#N)nc2-c2ccc(Cl)cc2)C(=O)C1
-2.2,CCOC(=O)c1c(NC(=O)COC(=O)c2cccnc2OCC)sc(C(=O)N(CC)CC)c1C
-0.6,O=C(O)COc1ccccc1/C=N/NC(=O)c1cc(-c2ccc(F)cc2)nc2ccccc12
-1.9,COc1cc(C(=O)OCC(=O)NCc2ccc(F)cc2)cc(NC(=O)c2cccs2)c1OC
-2.1,Cc1cc(NS(=O)(=O)c2ccc(NC(=O)/C=C/c3ccc(C)o3)cc2)nc(C)n1
-0.3,FC(F)(F)c1cc(Cl)c2nc(-c3ccccc3)c(Cc3ccccc3)n2c1
-0.5,O=C(NNc1nc2cc3c(cc2s1)OCO3)c1ccc(F)cc1
0.4,O=C(NC(=S)Nc1ccc(N2CCOCC2)cc1)c1cccc([N+](=O)[O-])c1
3.0,Cc1cccc(NC(=O)CNC(=O)CN2C(=O)NC(C)(CCC(C)C)C2=O)c1C (stereo not drawn)
1.1,Cc1ccc(Cl)cc1NC(=O)COC(=O)C1CCCC1
-2.2,COc1ccccc1Nc1nc(N2CCOCC2)nc(N2CCOCC2)n1
4.8,O=C(CS(=O)(=O)Cc1ccccc1)NCCc1ccc(F)cc1
1.2,Cc1csc2ncc(C(=O)Nc3ccon3)c(=O)n12
1.4,O=C(CSc1nnc(-c2ccco2)n1CC1CCCO1)c1ccc(F)cc1 (stereo not drawn)
-0.7,Cc1ccc(SCC(=O)OCC(=O)NCCCc2ccccc2)cc1
-0.7,O=C(c1cccc2cccc(O)c12)N1CCCCC1
0.7,COc1ccc(C2N=C(c3ccccc3)C(C)(C)N2O)cc1OC (stereo not drawn)
0.8,COc1ccc(C(C(N)=O)c2ncc(C(F)(F)F)cc2Cl)cc1 (stereo not drawn)
2.9,Oc1[nH]c2ccccc2c1N=Nc1ccccc1
-0.5,NNc1ccc2nncn2n1
-0.7,CCC1Oc2ccc(C)cc2N(CC(=O)N(Cc2cccnc2)Cc2ccc(C)o2)C1=O (stereo not drawn)
0.6,CCS(=O)(=O)c1nc(S(=O)(=O)c2ccc(Cl)cc2)c(NCc2ccccn2)s1
-0.4,O=C(Cn1nc(Cc2cccnc2)c2ccccc2c1=O)Nc1cccnc1Cl
1.3,CCOC(=O)c1ccc(S(=O)(=O)NCCNCc2ccccc2)cc1
-0.8,O=c1cc(O)c2sc(Nc3ccc(F)cc3)nc2[nH]1
2.4,O=C(O)c1cccc(S(=O)(=O)Nc2ccc(N3CCCCC3)cc2)c1
2.3,CC(NC(N)=O)C(=O)OCC(=O)c1ccc(-c2ccccc2)cc1 (stereo not drawn)
0.5,Cc1nn(-c2ccccc2)c2c1C(=O)N(c1ccccc1)C(=O)C(C)(C)C2
-1.3,COc1ccccc1/C=C/C(=O)NCC(=O)N/N=C/c1cccnc1
3.2,Cc1cccc(OCc2n[nH]c(=S)n2-c2ccccc2)c1
2.8,CC(Nc1ccc(Cl)cc1)C(=O)NN (stereo not drawn)
2.7,COc1cccc(-n2c(C)nc3cc(C(=O)O)ccc32)c1
-0.3,Cc1cc(-c2nc(C)c(C(=O)NNS(=O)(=O)c3cccc(C(F)(F)F)c3)s2)no1
0.8,O=C(COc1ccc(F)cc1Br)N1CCN(S(=O)(=O)/C=C/c2ccccc2)CC1
-1.2&6.8,COc1cc(NC(=O)c2ccc(N)nc2)cc(C(=O)Nc2cccc(C(F)(F)F)c2)c1
3.6,O=C(O)C1CC=CCC1C(=O)Nc1cccc(Cl)c1 (stereo not drawn)
4.8,N#CCCn1cc(/C=C2\NC(=S)N(c3ccccc3)C2=O)c(-c2ccc(-c3ccccc3)cc2)n1
-0.9,O=C1C=C(c2ccc3ncccc3c2)C[C@@H](c2ccc3c(c2)OCO3)C1
-2.9,Cc1sc2ncnc(N3CCC(C(=O)Nc4cc(S(C)(=O)=O)ccc4Cl)CC3)c2c1C
0.9,O=C(Nc1cc2c(cc1Br)OCCO2)c1ccco1
-2.2,CCCCC(CC)C(=O)O (stereo not drawn)
-0.4,COc1cccc(-c2nc(CS(=O)CC(=O)O)c(C)o2)c1 (stereo not drawn)
6.6,COc1ccc(-c2nc3n(c2Br)CCC3)cc1
-1.4,COc1ccc(Cc2c(C(C)(C)C)nc3ccc(C)cn23)c(C)c1
6.8,O=C(Nc1ccccc1C(=O)N1CCOCC1)c1ccc(F)cc1
-3.0,CCn1ncc(CNC(=O)CCSc2nc(-c3ccco3)cc(C(F)(F)F)n2)c1C
2.1,O=C(NCCO)c1cc2ccccc2cc1O

Carrying on:
TTR transcr act,compound
-1.0,[N-]=[N+]=CC(=O)CC(c1ccccc1)N1C(=O)c2ccccc2C1=O (stereo not drawn)
-2.1,CCS(=O)(=O)N1CCC(N2CCN(c3ccccc3)CC2)CC1
1.2,Cc1sc2ncnc(Sc3ccccc3C(=O)Nc3ccc(C#N)cc3)c2c1C
-1.9,O=C(O)c1ccc(C(=O)c2ccc3c(c2)C(=O)N(CC2CCCO2)C3=O)cc1 (stereo not drawn)
1.9,Cc1ccc(C(=O)Nc2ccccc2Cl)cc1
1.2,COc1ccc(Cl)c(OC)c1C(=O)NC(=O)Nc1nc(C)nc(C)n1
0.2,CCOC(=O)COc1c(/C=N\O)cc(Cl)cc1OC
1.6,CN1c2ccccc2C(=O)NC1c1ccc([N+](=O)[O-])s1 (stereo not drawn)
-5.2,O=C(Nc1ccc(Oc2cccnc2)cc1)C1CCN(Cc2cc(Cl)ccc2O)CC1
3.7,Cc1ccc(C(c2ccc(C)o2)c2cccc([N+](=O)[O-])c2O)o1
0.2,CC1CCN(S(=O)(=O)c2ccc3c(c2)CC(C)N3C(=O)C2CCC2)CC1 (stereo not drawn)
0.6,O=C(Nc1ccnn1C1CCN(Cc2ccc(O)c(Cl)c2)CC1)C1CCCC1
-1.2,O=C(Cn1cc(C(F)(F)F)cc(Cl)c1=O)Nc1cc(S(=O)(=O)N2CCOCC2)ccc1Cl
-1.5,COc1ccccc1-c1nnc(Nc2nc3c(OC)cccc3s2)o1
-1.7,O=C(Nc1cccc(S(=O)(=O)N2CCOCC2)c1)C1=NN(c2ccccc2)C(=O)CC1
-1.1,CC(O)CNc1ccc(-c2nn(C)c(=O)c3ccccc23)cc1[N+](=O)[O-] (stereo not drawn)
-2.0,CC(CCCN(C)C)C(Cc1ccccc1)c1ccccc1 (stereo not drawn)
0.9,COCCN(C(=O)c1csnn1)C(C(=O)NC1CCCC1)c1ccc(C)cc1 (stereo not drawn)
-2.5,Cn1c(-c2ccc(Br)o2)nc2ccccc21
-0.6,Cc1cc(C)cc(N(C(=O)c2sc(C)nc2C)C(C(=O)NC(C)(C)C)c2ccncc2)c1 (stereo not drawn)
-0.1,O=C(Nc1ccc2nn(-c3ccc(F)cc3)nc2c1)c1cccnc1
1.1,COc1cccc(N=C2C(=O)N3CCCc4cccc2c43)c1
-1.3,O=C(O)c1cccc(NCc2ccncc2)c1
-2.0,CCOC(=O)N1CCN(c2c(N3CCOCC3)c(=O)c2=O)CC1
0.2,COC(=O)c1sccc1NC(=O)c1cc2c(s1)CCCC2
-0.4,O=C(Cn1nnc(-c2ccc3c(c2)OCO3)n1)Nc1ccccc1C(=O)O
2.2,O=C(NCc1cccc(Cl)c1)c1cc(=O)[nH]c2ccccc12
-5.5,CCN(CC)S(=O)(=O)c1cc(Br)c(C)cc1OC
2.2,COc1cc(NC(=O)C(OC(=O)CNC(=O)c2ccccc2)c2ccccc2)cc(C(F)(F)F)c1 (stereo not drawn)
-0.1,O=C(Nc1ccc2ccccc2c1)c1cn(-c2ccccc2)nc1-c1cccs1
1.6,COc1cc(-c2n[nH]c(=S)n2/N=C/c2cccn2C)cc(OC)c1OC
-0.2,CCc1ccc(N2CN(CCc3ccccc3)CNC2=S)cc1
3.1,Cc1cc(C)nc(SC2CCCCC2NS(=O)(=O)c2ccccc2)n1 (stereo not drawn)
-0.8,C=CCn1c(-c2ccccc2)nc(=S)c2c1CC(C)(C)OC2
0.1,COc1cccc(/C(O)=C2/C(=O)C(=O)N(c3ccccn3)C2c2ccc(OC)c(OC)c2)c1 (stereo not drawn)
0.1,CCCCC(=O)Nc1ccc(C(=O)OC2CCCCC2)cc1
-2.5,CCN(CC)C1Oc2cc3c(cc2C(c2cc(OC)c(OC)c(OC)c2)C1C)OCO3 (stereo not drawn)
-0.3,COc1ccc(C(CNC(=O)c2cc(S(=O)(=O)NCc3ccccc3)ccc2C)N2CCOCC2)cc1 (stereo not drawn)
3.4,CC(C)CNS(=O)(=O)c1ccc(CCC(=O)NCc2cccnc2)cc1
0.3,Cc1c(C(=O)N2CC(C)OC(C)C2)oc2ccccc12 (stereo not drawn)
0.5,COc1ccccc1/C=N/Nc1nc(C)c(C(C)=O)s1
-1.6,COc1cc(OC)c(/C=N/NC(=O)c2ccc(Cn3nc([N+](=O)[O-])cc3C)cc2)c(OC)c1
-1.8,C=CC[C@@H](CC(=O)NCCO)C(=O)N[C@H](C)COC(=O)[C@@H](CC=C)CC(=O)OC(C)(C)C
-1.3,COc1cc(OC)cc(-c2sc3ccc(OC)cc3c2C#CCO)c1
5.8,COc1cccc(C2CC(=O)NC(SC)=C2C#N)c1 (stereo not drawn)
1.1,CN(C)C(CNC(=O)C1CCN(C(=O)/C=C/c2ccccc2)CC1)c1ccccc1 (stereo not drawn)
-0.2,CC(C)(C)C1CCC2(CC1)Nc1cccc3cccc(c13)N2
2.1,Cc1ccc(NCCC(=O)c2ccc(Cl)c(Cl)c2)cc1
2.9,CC(=O)c1c(C)[nH]c(C(=O)OCC(=O)C(C)(C)C)c1C
1.7,CSc1ccccc1C(=O)NC1CCCCC1

Overlap with the part before: 2 compounds, then new ones.
TTR transcr act,compound
2.9,CC(=O)c1c(C)[nH]c(C(=O)OCC(=O)C(C)(C)C)c1C
1.7,CSc1ccccc1C(=O)NC1CCCCC1
1.2,Cn1c(-c2cccs2)nc2ccccc21
1.3,Cc1ccc(-c2nsc(SCC(=O)NCc3ccc4c(c3)OCO4)n2)cc1
2.8,COc1ccc(C(=O)OCC(=O)NC(Cc2ccccc2)C(C)=O)cc1S(=O)(=O)N1CCCC1 (stereo not drawn)
1.9,NC(=O)CC(NC(=O)c1ccc(Br)cc1)c1ccc(NC2CCCCCCC2)c([N+](=O)[O-])c1 (stereo not drawn)
3.5,CCCCCCCCN1C(=O)[C@@H](CC(=O)N2CCC(c3ccccc3)CC2)C[C@@]2(C(=O)OC)C1=C[C@H](C(C)C)O[C@@H]2C1CC1
-0.7,Cc1ccc(S(=O)(=O)N2CCOC2CNC(=O)C(=O)NCCc2c[nH]c3ccccc23)cc1 (stereo not drawn)

4 entries from above, with each value named:
Compound: Cc1ccc(S(=O)(=O)N2CCOC2CNC(=O)C(=O)NCCc2c[nH]c3ccccc23)cc1 (stereo not drawn)
  TTR transcr act: -0.7
Compound: Cc1ccc(-c2nsc(SCC(=O)NCc3ccc4c(c3)OCO4)n2)cc1
  TTR transcr act: 1.3
Compound: COc1ccc(C(=O)OCC(=O)NC(Cc2ccccc2)C(C)=O)cc1S(=O)(=O)N1CCCC1 (stereo not drawn)
  TTR transcr act: 2.8
Compound: CCCCCCCCN1C(=O)[C@@H](CC(=O)N2CCC(c3ccccc3)CC2)C[C@@]2(C(=O)OC)C1=C[C@H](C(C)C)O[C@@H]2C1CC1
  TTR transcr act: 3.5
